Tau fluor counter: counter-screen for tau fibril formation inhibitors; tau K18 P301L Alexa594 fluorescence, heparin fibrillization; Potency, µM (doses to about 57.7 µM), inactives show top-dose activity change, negative = decrease; 280,000 tested, 0.93% active; further: on the % scale 0 is the no-effect control and ±100 the full control effect; nearly all actives have a fitted effect of over 55% in size
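Human tau K18 P301L (15 uM unlabeled, 0.24 uM Alexa 594-labeled) in 100 mM sodium acetate pH 7 with 20 uM heparin, 6 hr at 37 C. ThT 30 uM added, 1 hr ambient; Alexa 594 FP and total fluorescence read at 555/632 nm.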
HTT ATP protect: cytoprotection in Huntington HTT-Q103 PC12 cell model; PC12 HTT-Q103 induced, cytoprotection, ATP luminescence, 40 h; Potency, µM (doses to about 56.4 µM), inactives show cytoprotection (ATP increase), usual class: activators; 230,000 tested, 0.14% active;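 further: % of control where 0% means no effect; nearly all actives have a fitted effect of over 45% in size; toxic huntingtin expression switched on by the ecdysone agonist tebufenozide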
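Readout: ATPlite luminescence (ATP level). Model: stable PC12, inducible Htt exon1 Q103-GFP. Inducer: tebufenozide, 100 nM final. Compounds: dose series. No G418 in medium.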
TexasRed fluor: Texas Red fluorescence interference in TRb-SRC2 counter-screen; TRb/SRC2 Texas Red total fluorescence interference; Potency, µM (top dose mostly 106 µM), without a hit: at the top dose fluorescence change, negative = quenching; 280,000 tested, 0.29% active; active means well fitted curve in either direction with a large enough effect; inconclusive means small, poorly fitted or top-dose-only effect; further: on the % scale 0 is the no-effect control and ±100 the full control effect
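Flags fluorescent or light-absorbing compounds by total fluorescence, S + 2P, at 555 nm excitation and 632 nm emission. Mixture: 20 nM Texas Red SRC2 peptide, 0.6 uM human TRb LBD, 1 uM T3, 5% DMSO; compound exposure 5 h at ambient temperature.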
Tau ThT inhib: blocks human tau fibril formation measured by thioflavin T; P10636; recombinant tau K18 P301L (four-repeat tau fragment), heparin-induced fibrillization, ThT fluorescence; Potency, µM (doses to about 57.4 µM), for the others: at the highest dose activity, negative = inhibition, usual class: inhibitors; 270,000 tested, 2.1% active; AID 1460; further: on the % scale 0 is the no-effect control and ±100 the full control effect; nearly all actives have a fitted effect of over 55% in size
Target sequence (P10636 561-689 P618L limits assumed): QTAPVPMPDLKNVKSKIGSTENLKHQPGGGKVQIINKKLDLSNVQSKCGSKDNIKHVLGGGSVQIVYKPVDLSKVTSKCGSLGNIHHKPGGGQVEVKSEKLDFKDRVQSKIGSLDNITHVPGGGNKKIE
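Recombinant human tau K18 fragment […] carrying P301L, 15 uM unlabeled plus 0.24 uM Alexa 594-labeled, was fibrillized with 20 uM heparin in 100 mM sodium acetate pH 7 for 6 hr at 37 C; 30 uM ThT fluorescence read after 1 hr.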
TRb-SRC2 inh: inhibitors of human thyroid hormone receptor beta-SRC2 interaction | P10828 | TRbeta-SRC2 peptide binding, fluorescence polarization; receptor liganded with 1 µM T3 | Potency, µM (doses to about 106 µM), for the others: top-dose activity change, negative = inhibition, actives largely listed as inhibitors | 280,000 tested, 0.065% active;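 further: plate controls were bound peptide for no effect and peptide without receptor for full effect; nearly all actives have a fitted effect of over 50% in size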
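TRb LBD 0.6 uM + Texas Red SRC2 peptide 20 nM, 1 uM T3, Tris buffer w/ 5% DMSO; compound pinned, 5 h RT; FP read ex 555/em 632; normalized to unbound and bound controls.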
L3MBTL1 inh: L3MBTL1 (human) inhibition; AlphaScreen L3MBTL1–H3K9me1 peptide binding; Q9Y468; 230,000 tested, 0.66% active; Potency, µM (titrated, usually from 57.1 µM), without a hit: at the highest dose activity, negative = inhibition, usual class: inhibitors; further: on the % scale 0 is the no-effect control and ±100 the full control effect; nearly all actives have a fitted effect of over 60% in size
Target sequence (Q9Y468 whole entry, looked up): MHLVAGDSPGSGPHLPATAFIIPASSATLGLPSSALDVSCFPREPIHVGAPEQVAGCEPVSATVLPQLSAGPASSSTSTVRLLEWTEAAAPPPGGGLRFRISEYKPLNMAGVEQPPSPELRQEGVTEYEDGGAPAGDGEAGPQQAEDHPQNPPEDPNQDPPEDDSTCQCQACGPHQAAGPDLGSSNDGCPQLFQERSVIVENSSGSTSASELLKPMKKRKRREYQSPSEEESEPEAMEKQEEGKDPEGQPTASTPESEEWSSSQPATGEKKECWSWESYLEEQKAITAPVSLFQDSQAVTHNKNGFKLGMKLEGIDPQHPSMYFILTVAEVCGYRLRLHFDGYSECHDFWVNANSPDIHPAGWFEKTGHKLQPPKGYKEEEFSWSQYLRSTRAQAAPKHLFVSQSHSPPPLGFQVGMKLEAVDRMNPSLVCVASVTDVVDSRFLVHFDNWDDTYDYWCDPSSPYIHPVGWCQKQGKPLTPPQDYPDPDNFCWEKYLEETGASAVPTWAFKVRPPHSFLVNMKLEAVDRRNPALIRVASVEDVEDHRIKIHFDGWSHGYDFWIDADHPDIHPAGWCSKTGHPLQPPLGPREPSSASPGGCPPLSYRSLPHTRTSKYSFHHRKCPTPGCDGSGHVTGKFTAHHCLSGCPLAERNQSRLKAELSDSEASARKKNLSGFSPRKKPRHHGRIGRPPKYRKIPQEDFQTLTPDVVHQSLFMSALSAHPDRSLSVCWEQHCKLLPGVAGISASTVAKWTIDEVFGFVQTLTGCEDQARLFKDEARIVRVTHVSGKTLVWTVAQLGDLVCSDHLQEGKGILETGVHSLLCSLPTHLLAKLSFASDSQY
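First, the protein-peptide complex forms for 30 min at room temperature (L3MBTL1 50 nM, biotinylated H3K9me1 peptide 75 nM). Next, compounds are pin-transferred and incubated 30 min. Finally, AlphaScreen beads are added and read after 30 min.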
RECQ1 helicase: RECQ1 (human) helicase inhibition. Potency, µM (series often up to 57.3 µM), without a hit: at the top dose activity, negative = inhibition, most hits filed as inhibitors. RECQ1 DNA unwinding, red fluorescence kinetic read. P46063. 240,000 tested, 0.54% active;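 further: plate controls were vehicle for no effect and no enzyme for full effect; nearly all actives have a fitted effect of over 30% in size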
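RECQ1T1 50 nM; forked duplex (20 bp + 30-nt ss tails) 200 nM, ATP 2 mM final; pH 8.0, 2 mM MgCl2, 2.5 ug/ml poly(dI-dC); 15 min compound preincubation; discontinuous kinetic read over 2 h at RT.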
Tau fibril FP: inhibitors of human tau fibril formation | P10636 | K18 P301L tau heparin fibrillization, Alexa594 FP, 6 h | Potency, µM (titrated, usually from 57.7 µM), for inactives: at the top dose activity, negative = inhibition, hits mostly inhibitors | 280,000 tested, 0.39% active; further: on the % scale 0 is the no-effect control and ±100 the full control effect; nearly all actives have a fitted effect of over 55% in size
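Read-out: fluorescence polarization of Alexa 594-labeled tau (0.24 uM), 555 nm excitation, 632 nm emission. Mixtures held 15 uM unlabeled K18 P301L, compound and 20 uM heparin, pH 7 acetate buffer, incubated 6 hr at 37 C.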
An asterisk follows results filed as active; i = inactive; u = inconclusive; x = not tested or not shown; & = joins results of further samples; [ ] = dose if it differs, or a comment. Unless noted, the call rests on the fitted dose curve; in most records, active means well fitted curve in the direction sought with a large enough effect; inconclusive means small, poorly fitted or top-dose-only effect, or another doubt; inactive means no such curve, though single readings can be large; an effect the other way counts as inactive or inconclusive. Potency means the concentration at half of the fitted maximal effect. An excerpt; count on the stated rates, not on these rows.

Results follow in this order: Tau fluor counter	HTT ATP protect	TexasRed fluor	Tau ThT inhib	TRb-SRC2 inh	L3MBTL1 inh	RECQ1 helicase	Tau fibril FP
- COc1ccccc1NC(=O)Nc1nnc(C(C)C)s1
→ -18%	-11%[10 µM]	1%	-4%	3%	2%	-3%	-12%
- COc1ccc(-c2cc(-c3ccccc3)nc3ncnn23)cc1
→ -17%	-6%	-2%	-10%	10%	x	-2%	-8%
- COc1ccc(CN2C(=O)c3ccccc3C(/C=N/OCc3ccc(Cl)cc3)C2=O)cc1 (configuration not stated)
→ -25%	-3%	-3%	-11%	-2%	2%	-19%	-2%
- CC1(C)CC(=O)C2=C(C1)N(N1CCOCC1)C(N)=C(C#N)C2c1cccs1 (configuration not stated)
→ -3%	19%[10 µM]	-2%	2%	-4%	2%	i	-6%
- COc1ccc(C)cc1N(C(=O)COc1ccccc1)c1nc2ccccc2s1
→ -22%	x	2%	-9%	-6%	-10%	-12%	4%
- COc1ccc(NC(=O)CN2CCC(Cc3ccccc3)CC2)cc1S(=O)(=O)N1CCOCC1
→ -4%	-10%[10 µM]	-1%	-2%	6%	-7%	-2%	7%
- COc1cc(OC)c(NC(=O)N2CCN3CCCCC3C2)cc1Cl (configuration not stated)
→ 2%	x	-2%	4%	4%	x	x	1%
- CCOC(=O)Nc1ccc2c(c1)N(C(=O)OCCN(C)C)c1ccccc1CC2
→ -15%&-10%	19%&-4%[10 µM]	0%&-3%	u	-3%&-4%	6%&6%	-2%	2%&-9%
- CC1CCN(C(=O)CSc2c(C(C)C)cnc3c2c(=O)n(C)c(=O)n3C)CC1
→ -3%	x	0%	-7%	0%	x	x	-1%
- CCOC(=O)c1c(NC(=O)/C=C/c2ccc(C)o2)sc(C)c1C
→ -24%	-31%	1%	u	1%	-1%	3%	-4%
- Cc1c[nH]c(=O)n(CCCN2CCN(c3ccccc3OCC(F)(F)F)CC2)c1=O
→ 0%	8%	-3%	-9%	5%	x	14%	10%
- O=C(CN1CCN(C(=O)c2cccs2)CC1)NC1CCCCC1
→ 2%	3%[10 µM]	0%	-4%	-6%	-18%	-1%	-3%
- CCOc1ccc(Oc2nc(NCC(C)C)nc(NC(C)(C)C)n2)nn1
→ -5%	x	0%	0%	-4%	x	x	6%
- Cc1oc2ncn(C)c(=O)c2c1C(=O)NCc1ccccc1
→ -6%	x	-4%	-4%	2%	x	x	-10%
- Cn1nc(C(=O)Nc2sc3c(c2C#N)CCCC3)ccc1=O
→ -6%	-61%[inhibitor]	1%	u	10%	x	i	-3%
- CC(C)(C)c1cc(-c2n[nH]c(=S)n2-c2ccc(Cl)cc2)n[nH]1
→ -7%	3%[10 µM]	-1%	-12%	-2%	-8%	-4%	-3%
- COc1ccccc1NC(=O)Nc1cc(NC(=O)Nc2ccccc2OC)c(C)nc1C
→ -16%	7%[10 µM]	0%[53 µM]	u	5%[53 µM]	7%	-14%	u
- Nc1ccc(-c2ccc3ccccc3n2)cc1
→ u	x	-5%&-8%	u	-10%&1%	x	-9%&-4%	13%
- C=CCOc1ccccc1CNc1ccc2[nH]c(=O)[nH]c2c1
→ -16%	11%[10 µM]	-3%	u	-1%	-6%	7%	11%
- Cc1c(C(=O)C(=O)NCC2CCCO2)c2ccccc2n1C (configuration not stated)
→ -1%	x	-1%	-1%	3%	-5%	23%	0%
- CC(NC(=O)c1ccc(F)cc1)c1ccc2c(c1)CCCC2 (configuration not stated)
→ -16%	-5%	-3%	-8%	4%	7%	-3%	3%
- COc1ccc(NS(=O)(=O)/C=C/c2ccc(OC)c(OC)c2)cc1
→ -18%	-18%	-2%	-4%	-1%	x	-2%	-8%
- CC(NC(=O)CSc1nc(-c2ccccc2F)nc2cc(=O)[nH]n12)c1nc2ccccc2n1C (configuration not stated)
→ -3%	x	-1%	-14%	6%	x	x	-8%
- CN(C)CCCNCCCNC(=O)c1ccccn1
→ 3%	8%	-2%	1%	-9%	-9%	-3%	2%
- O=S(=O)(Nc1cccc(-c2nc3cccnc3s2)c1)c1ccc2c(c1)OCCO2
→ u	21%	-4%	-6%	-5%	-11%	i	-6%
- O=C(Nc1ccc(Oc2ccccc2)cc1)C1CC1
→ -18%	x	-3%	-9%	-3%	4%	10%	-12%
- Cc1cccc(NC(=O)CSc2nc(N)c(NC(=O)c3cccs3)c(=O)[nH]2)c1C
→ -3%	x	0%	1%	2%	9%	-5%	-7%
- COC(=O)c1ccc(NC(C)C(=O)OC)c([N+](=O)[O-])c1 (configuration not stated)
→ 4%	17%[10 µM]	-1%	-9%	3%	3%	0%	-8%
- CCN(Cc1ccncc1)C(=S)Nc1ccccc1
→ -7%	2%[10 µM]	1%	-7%	0%	-2%	25%	0%
- O=c1oc(/C=C/c2ccccc2)nc2sc3c(c12)CCC3
→ -9%	-7%	-1%	u	-5%	x	-3%	5%
- O=C(Nc1ccc(N2C(=O)C3CCCCC3C2=O)cc1Cl)c1cccs1 (configuration not stated)
→ -2%	-1%	-4%	-14%	2%	5%	i	0%
- COc1ccc(/C=C/C(=O)Nc2ccccc2)cc1S(=O)(=O)N1CCOCC1
→ -6%	-12%[10 µM]	-2%	-1%	7%	-1%	15%	-6%
- CC(C)NC(=O)COc1ccc(Cl)cc1Cl
→ -11%	3%	0%	-13%	-4%	x	i	4%
- COc1cccc(CNC(=O)CCC2CCCN(C3CCOCC3)C2)c1 (configuration not stated)
→ -6%	9%[10 µM]	0%	-12%	-4%	5%	-5%	-4%
- CCOc1ccc(N2C(=O)/C(=C\c3ccc(O)c(OC)c3)S(=O)(=O)C2c2cccc([N+](=O)[O-])c2)cc1 (configuration not stated)
→ 32µM*[quencher]	-4%	-1%	u	0%	x	-4%	8%
- Cc1nnsc1Sc1ccccc1
→ 3%	-3%[10 µM]	-4%	0%	-5%	13%	i	2%
- O=C(CN1C(=O)c2ccccc2C1=O)Nc1ccc(-c2nc3ccccc3o2)cc1
→ -9%	3%[10 µM]	5%	5%	u	-5%	-17%	-11%
- CCC/S(C)=N/S(=O)(=O)c1ccc(C)cc1 (configuration not stated)
→ -4%	6%[10 µM]	-1%	-5%	-1%	1%	0%	-3%
- Cc1cc(NCCN(C)C)n2nc(-c3cccs3)cc2n1
→ -13%	-10%	-3%	-10%	-6%	6%[11.4 µM]	5%	2%
- CCOC(=O)c1cnn(-c2nc3sc4c(c3c(=O)[nH]2)CCCC4)c1N
→ 1%	-8%[0.074 µM]	-3%	u	2%	3%	-4%	4%
- Cc1ccc(C(=O)Cn2c3c(sc2=N)CCCC3)cc1
→ -19%&-14%	-186%&-81%[inhibitor]	-1%&-1%	u	11%&1%	x	0%&-11%	-12%&-9%
- CC(C)(C)c1ccc(S(=O)(=O)N2CCC(O)(c3ccc(Cl)cc3)CC2)cc1
→ u	23%[10 µM]	-2%	-12%	-9%	-1%	-13%	-15%
- COC(=O)NC(CC(C)=O)c1ccc2c(c1)OCO2 (configuration not stated)
→ -6%[11.6 µM]	-4%[10 µM]	3%[11.2 µM]	-1%[11.5 µM]	3%[11.2 µM]	x	-10%[11.5 µM]	-5%[11.6 µM]
- COc1ccc(C(=O)Nc2ccc(CN3CCOCC3)cc2)cc1
→ -5%	-34%	0%	-17%	1%	x	-2%	-2%
- Cn1nccc1NC(=O)Nc1ccc(OC(F)(F)F)cc1
→ -12%	-3%[10 µM]	-1%	x	-12%	x	-11%	-3%
- O=C(NCC(c1ccco1)N1CCCCC1)c1ccc2c(c1)S(=O)(=O)c1ccccc1C2=O (configuration not stated)
→ -27%	u	-2%	u	-2%	x	-9%	1%
- O=C(CN1C(=O)CSc2ccc(S(=O)(=O)N3CCCC3)cc21)Nc1cccc(Cl)c1
→ u	x	-3%	9%	6%	x	x	-8%
- CC(C)C(c1nnnn1C1CCCC1)N1CCOCC1 (configuration not stated)
→ -4%	13%[1.9 µM]	-3%	-13%	0%	-1%	-4%	-4%
- Cc1ccc(-n2cnc3scc(-c4cccs4)c3c2=O)cc1
→ 0%	3%[1.9 µM]	1%	4%	-11%	-2%	2%	-2%
- COC(=O)c1ccccc1NC(=O)c1nc(-c2ccc(C)cc2)n2c1CCCCC2
→ u	x	8%	6%	3%	x	x	-11%

A portion taken from the entries so far, as a working copy:
Results follow in this order: Tau fluor counter	HTT ATP protect	TexasRed fluor	Tau ThT inhib	TRb-SRC2 inh	L3MBTL1 inh	RECQ1 helicase	Tau fibril FP
- COc1ccccc1NC(=O)Nc1nnc(C(C)C)s1
→ -18%	-11%[10 µM]	1%	-4%	3%	2%	-3%	-12%
- COc1ccc(-c2cc(-c3ccccc3)nc3ncnn23)cc1
→ -17%	-6%	-2%	-10%	10%	x	-2%	-8%

Further compounds:
Results follow in this order: Tau fluor counter	HTT ATP protect	TexasRed fluor	Tau ThT inhib	TRb-SRC2 inh	L3MBTL1 inh	RECQ1 helicase	Tau fibril FP
- CC1=CC(=O)N(c2cccc(C(F)(F)F)c2)C1c1ccc(Cl)cc1 (configuration not stated)
→ -23%	-40%[inhibitor]	-7%	-8%	-12%	28%	i	-2%
- COc1ccc(N(C)C(=O)c2cn(C3CCCCC3)c(=O)c3c2c2ccccc2n3C)cc1
→ -8%	x	-1%	-13%	7%	x	x	7%
- Cc1occc1C(=O)N1CCCc2ccccc21
→ 1%	-7%	0%	u	-9%	-29%[11.4 µM]	i	-9%
- Cc1cc(C)cc(N2C(=O)CC(N(C(=O)c3ccco3)c3cc(C)cc(C)c3)C2=O)c1 (configuration not stated)
→ -11%	-1%	-8%	-19%	4%	x	-16%	-5%
- Cc1nnsc1C(=O)Nc1ccccc1
→ -2%	6%[10 µM]	-4%	7%	-4%	-17%	8%	0%
